Source: PubChem BioAssay
All columns: NCI-60 one-dose screen, growth in % after 48 h at 10 µM unless noted; 100 = growth as untreated, 0 = no growth, -100 = all killed.
U251: U251 CNS tumor cells; 5.4% of 80,000 active; AID 1794753
OVCAR-5: OVCAR-5 ovarian cancer; 2.9% of 82,000 active; AID 1794783
OVCAR-4: OVCAR-4 ovarian cancer cells; 3.7% of 80,000 active; AID 1794784
SK-OV-3: SK-OV-3 ovarian cancer cells | 3.2% of 80,000 active
DU-145: DU-145 prostate cancer; 4.2% of 81,000 active; AID 1794760
OVCAR-8: OVCAR-8 ovarian cancer. AID 1794782. 4.4% of 81,000 active
SF-295: SF-295 CNS cancer cells. AID 1794758. 5.6% of 79,000 active
PC-3: PC-3 prostate cancer cells. 3.9% of 80,000 active. AID 1794754
OVCAR-3: OVCAR-3 ovarian cancer. 7% of 79,000 active
* marks the source's active call; other numbers are inactive results; / = no result given; & = joins results of further samples. Rule for the calls: active = growth percent below 10; inactive = the rest.

The first 2 records as a preview:
(1) O=C(Nc1ccccc1NC(=O)c1ccccc1)c1ccccc1
(2) C#Cc1ccc(NC(=O)c2sc3nc4c(cc3c2N)CCCCCC4)cc1

entry no.	1	2
PC-3	98	73
OVCAR-4	110	69
SK-OV-3	99	93
OVCAR-5	86	92
OVCAR-3	119	73
DU-145	115	85
U251	101	77
SF-295	98	77
OVCAR-8	102	85

The listing, from the first entry:
(1) O=C(Nc1ccccc1NC(=O)c1ccccc1)c1ccccc1
(2) C#Cc1ccc(NC(=O)c2sc3nc4c(cc3c2N)CCCCCC4)cc1
(3) COc1ccc(C(=O)C2C(C#N)C(C#N)C3c4ccccc4C=CN23)cc1 (stereo not given)
(4) CCOC(=O)C1=C(C(=O)c2ccc(C)cc2)C(c2ccc(Cl)cc2Cl)C(C(=O)c2ccc(C)cc2)=C(C(=O)OCC)N1
(5) CCCCCC(C)OC(=O)c1ccccc1 (stereo not given)
(6) C=C(C)[C@@H]1CC[C@]2(C(=O)N3CCN(C)CC3)CC[C@]3(C)[C@H](CC[C@@H]4[C@@]5(C)CC[C@H](OP(=O)(OCC)OCC)C(C)(C)[C@@H]5CC[C@]43C)[C@@H]12
(7) CCCCCCNC(=O)N/C(N)=N/c1nc2ccccc2s1
(8) COc1cc(CN(C(C)=O)c2ccccc2C(=O)O)ccc1[N+](=O)[O-]

entry no.	1	2	3	4	5	6	7	8
PC-3	98	73	85	90	91	44	92	99
OVCAR-4	110	69	63	93	/	91	77	/
SK-OV-3	99	93	94	120	105	104	95	101
OVCAR-5	86	92	101	91	95	105	86	100
OVCAR-3	119	73	92	114	105	100	111	108
DU-145	115	85	103	110	101	101	90	/
U251	101	77	94	95	97	79	97	/
SF-295	98	77	96	89	100	89	93	102
OVCAR-8	102	85	-4.3*	102	103	84	101	103

(9) Cc1ccc(NS(=O)(=O)c2ccccc2)c([N+](=O)[O-])c1
(10) O=C1c2cc(O)cc(O)c2[C@H](c2ccc(O)cc2)[C@H]1c1cc(O)cc(O)c1
(11) O=C1CCC(OCc2cc(=O)c(O)co2)N1 (stereo not given)
(12) C#CCO[C@H]1CC[C@H](OCC#C)[C@@H]2[C@H]1[C@H]1C[C@@H]3[C@@]4(C)CCC[C@@](C)(C(=O)OC)[C@@H]4CC[C@@]23C=C1C(C)C
(13) CC(=O)Nc1cccc(Oc2nc(NS(=O)(=O)c3ccccc3)nc(-c3ccc(C)cc3)c2C#N)c1
(14) CO[C@]1(CO)O[C@@H](n2cc(C)c(=O)[nH]c2=O)C[C@@H]1O
(15) Cc1cc2nc(C(Cl)Cl)nc(C)n2n1
(16) O=c1[nH]cnc2c1ncn2C1OC(CO)C(O)C1O (stereo not given)

entry no.	9	10	11	12	13	14	15	16
PC-3	113	97	104	45	91	79	96	99&82&89
OVCAR-4	103	95	106	99	94	105	99	117&118&126
SK-OV-3	108	112	116	89	91	91	107	105&104&96
OVCAR-5	102	98	105	92	119	115	102	97&114&116
OVCAR-3	108	108	105	75	109	107	110	107&111&113
DU-145	103	106	113	94	118	101	105	112&133&126
U251	100	100	101	47	105	91	98	102&110&108
SF-295	91	97	109	93	94	100	100	89&111&124
OVCAR-8	98	99	99	82	104	92	96	103&100&106

(17) COc1cc(OC)c2cc(C(=O)c3ccc(C#N)cc3)c(=O)oc2c1
(18) CCNC(=O)N1CCc2c(Br)c3c(c(OC)c2C1Cc1ccc(OC)cc1)OCO3 (stereo not given)
(19) Clc1ccc2c(c1)C1CC(c3ccco3)=NN1C(c1ccncc1)O2 (stereo not given)
(20) O=C(O)CCCn1cc(COP(=O)(OCc2cn(CCCC(=O)O)nn2)C(c2ccccc2)(c2ccccc2)c2ccccc2)nn1
(21) Cc1nn(CO)c(C)c1Br
(22) Clc1ccc(/C=N\N2CCCCCC2)c(Cl)c1
(23) COc1cc(-c2csc(NC(=O)c3cc(N4CCOCC4)cc(C(F)(F)F)c3)n2)cc(OC)c1OC
(24) CCN1c2nc3ccccc3nc2SC1Nc1ccccc1 (stereo not given)

entry no.	17	18	19	20	21	22	23	24
PC-3	107	28	85	108	82	89&90	57	103
OVCAR-4	96	54	90	95	111	110&108	78	104
SK-OV-3	100	28	98	103	116	107&103	118	/
OVCAR-5	90	74	106	91	99	89&104	83	105
OVCAR-3	107	7.2*	94	114	128	101&111	70	106
DU-145	102	55	107	126	117	105&113	89	107
U251	105	32	102	96	99	120&99	89	101
SF-295	97	25	104	118	82	102&85	84	100
OVCAR-8	97	50	99	87	102	113&109	59	107

(25) CC(C)(C)n1cc(-c2ccnc(NCCNS(=O)(=O)c3ccccc3)c2)c(-c2cccc(F)c2)n1
(26) FC(F)(F)c1ccccc1C#Cc1ccccc1C#Cc1ccc(OCCCCCCOc2ccc(C#Cc3ccccc3C#Cc3ccccc3C(F)(F)F)cc2)cc1
(27) CCOc1ccc(N=Nc2sc(Nc3cccc(Nc4nc(C)c(N=Nc5ccc(OCC)cc5)s4)c3)cc2C)cc1
(28) O=C1OC(=O)[C@H]2[C@@H]3CC[C@@H](C3)[C@@H]12
(29) OC(c1cc2cc(Cl)c(Cl)cc2c2cc(C(F)(F)F)ccc12)C1CCCCN1 (stereo not given)
(30) O=C(Cc1ccccc1)N(c1ccccc1)c1ccccc1
(31) N#Cc1ccc2c3cccc4[nH]c(=O)nc(c5cccc1c25)c43
(32) COc1c(C(C)=O)c(OCCCCOc2c(C(C)=O)c(OC)c3ccoc3c2OC)c(OC)c2occc12

entry no.	25	26	27	28	29	30	31	32
PC-3	105	110	94	95	-85*	87	93	55
OVCAR-4	94	164	100	/	/	101	108	59
SK-OV-3	108	103	99	91	34	96	92	105
OVCAR-5	103	107	91	101	-42*	99	105	120
OVCAR-3	114	/	/	122	-90*	106	108	61
DU-145	101	111	104	119	-86*	118	112	116
U251	85	101	97	98	-92*	92	102	80
SF-295	91	74	96	/	/	97	106	20
OVCAR-8	95	100	104	100	-71*	94	107	45

(33) NC(=O)c1cc(C(N)=O)nc(Cl)n1
(34) CCCN(CCC)CCCNC(=O)c1cc2c(-c3ccc(OC)c(OC)c3)nn(C)c2s1
(35) CCOP1(=O)CC(C)=C(Cl)C(P(=O)(O)O)C1 (stereo not given)
(36) CCOC(=O)Sc1ncnc2nc[nH]c12
(37) COC(=O)N/N=C/c1cc(OC)ccc1O
(38) CNC(=O)c1ccc(C(C)C)cc1
(39) CCOc1cc(OCC)cc(C(=O)Nc2cnc(Nc3ccc(N4CCOCC4)cc3)nc2Oc2ccc(OC)cc2)c1
(40) COc1ccc(OC)c(-c2nc3sccn3c2/C=C/C(=O)c2nccs2)c1

entry no.	33	34	35	36	37	38	39	40
PC-3	/	16	96	88	102	77	73	88
OVCAR-4	99	22	94	35	100	102	94	107
SK-OV-3	110	24	110	24	101	95	115	85
OVCAR-5	113	70	95	47	107	98	109	88
OVCAR-3	116	-10*	113	26	108	107	99	93
DU-145	98	13	109	38	107	102	104	98
U251	110	9.9*	100	92	/	96	88	91
SF-295	109	35	109	37	122	102	99	108
OVCAR-8	107	4.3*	92	19	/	99	102	90

Six of the compounds above, as a markdown table:
| nr | Structure | PC-3 | OVCAR-4 | SK-OV-3 | OVCAR-5 | OVCAR-3 | DU-145 | U251 | SF-295 | OVCAR-8 |
| --- | --- | --- | --- | --- | --- | --- | --- | --- | --- | --- |
| 34 | CCCN(CCC)CCCNC(=O)c1cc2c(-c3ccc(OC)c(OC)c3)nn(C)c2s1 | 16 | 22 | 24 | 70 | -10* | 13 | 9.9* | 35 | 4.3* |
| 35 | CCOP1(=O)CC(C)=C(Cl)C(P(=O)(O)O)C1 (stereo not given) | 96 | 94 | 110 | 95 | 113 | 109 | 100 | 109 | 92 |
| 36 | CCOC(=O)Sc1ncnc2nc[nH]c12 | 88 | 35 | 24 | 47 | 26 | 38 | 92 | 37 | 19 |
| 37 | COC(=O)N/N=C/c1cc(OC)ccc1O | 102 | 100 | 101 | 107 | 108 | 107 | / | 122 | / |
| 38 | CNC(=O)c1ccc(C(C)C)cc1 | 77 | 102 | 95 | 98 | 107 | 102 | 96 | 102 | 99 |
| 39 | CCOc1cc(OCC)cc(C(=O)Nc2cnc(Nc3ccc(N4CCOCC4)cc3)nc2Oc2ccc(OC)cc2)c1 | 73 | 94 | 115 | 109 | 99 | 104 | 88 | 99 | 102 |

(listing goes on)
(41) O=C(O)c1ccccc1Oc1cccc(C(F)(F)F)c1
(42) N#Cc1c(-c2ccc(Cl)cc2)nc2n[nH]c(-c3ccc(Cl)cc3)c2c1-c1ccc(C(F)(F)F)cc1
(43) O=C(Nc1ccccc1C(=O)N/N=C(\c1ccccc1)c1ccccn1)c1ccc(F)cc1
(44) O=C(O)/C=C/c1ccccc1O
(45) O=[N+]([O-])c1cccc(-c2nc3cc4nc5ccccc5[nH]c4cc3n2)c1
(46) O=S1(=O)CCC(N(Cc2ccc(F)cc2)S(=O)(=O)c2ncsc2-c2ccccc2)C1 (stereo not given)
(47) Cn1ncc2ncc(-c3ccc4ncc(C#N)c(N5CCc6cc(F)c(Cl)cc65)c4c3)cc21
(48) O=C1/C(=C\c2ccc(Br)o2)SC(=S)N1CCc1ccc(O)cc1

entry no.	41	42	43	44	45	46	47	48
PC-3	86	8.3*	37	89	93	94	26	77
OVCAR-4	95	3.0*	-5.0*	98	98	99	26	65
SK-OV-3	95	3.1*	2.2*	92	102	97	15	86
OVCAR-5	103	-42*	42	92	111	101	47	80
OVCAR-3	112	-14*	18	107	99	/	30	63
DU-145	112	20	24	119	106	107	30	43
U251	93	-34*	18	102	98	94	49	96
SF-295	102	-54*	21	101	100	98	23	95
OVCAR-8	98	16	17	102	98	99	39	97

(49) CC(C)N(C(N)=O)c1ccc2c(c1)OCO2
(50) O=C(N=Nc1c(O)[nH]c2ccc(Cl)cc12)c1ccc2nc(-c3ccc(Cl)cc3)[nH]c2c1
(51) CCCn1cnc2c(c1=N)C(c1ccc(F)cc1)c1sc3c(CC)cccc3c1O2 (stereo not given)
(52) Nc1ccc(Cl)cc1C(=O)N1CCN(c2ccc([N+](=O)[O-])cn2)CC1
(53) COc1cccc(/C=C(\C#N)C(=O)c2ccccc2)c1
(54) C=CNc1nnc(C(=O)c2c[nH]c3ccccc23)o1
(55) O=C1/C(=C/c2cccc(F)c2)Sc2ccc(F)cc21
(56) COc1cc(C2CC(c3ccccc3Cl)=NN2c2ccc(-c3ccccc3)nn2)ccc1F (stereo not given)

entry no.	49	50	51	52	53	54	55	56
PC-3	103	28	24	81	92	85	86	71
OVCAR-4	101	-3.4*	27	74	100	91	95	81
SK-OV-3	110	42	40	90	118	87	91	83
OVCAR-5	101	36	23	91	111	94	111	99
OVCAR-3	121	-5.2*	-10*	94	112	95	108	81
DU-145	114	5.1*	4.9*	85	116	109	105	97
U251	96	-88*	18	89	/	104	93	90
SF-295	91	-12*	7.4*	83	90	98	111	100
OVCAR-8	110	-35*	26	91	94	102	105	89

(57) Cc1nc2ccccc2c(N)c1-c1cc(C)c2c(C)nc3ccccc3c2n1
(58) COc1ccc(/C=N/NC(=O)CNC(=O)Cn2c(=O)[nH]c3ccccc3c2=O)cc1
(59) CCN1CCN(CCCNc2nccc(-c3cn(-c4ccccc4)nc3-c3ccc(Cl)c(O)c3)n2)S1(=O)=O
(60) O=C(O)CCNC1CCCCC1
(61) S=c1nc(-c2nc(=S)[nH]c3c2CCCCC3)c2c([nH]1)CCCCC2
(62) O=C1/C(=C/c2ccccc2)Oc2ccc(O)c(I)c21
(63) O=C1Nc2ccc(Cl)cc2[C@@](C#CC2CC2)(C(F)(F)F)O1
(64) CC[N+](CC)=c1cc2oc3cc(N(C)C)ccc3nc-2cc1C

entry no.	57	58	59	60	61	62	63	64
PC-3	-18*	94	/	95	103	90	93	11
OVCAR-4	-64*	101	99	103	102	95	89	/
SK-OV-3	97	89	89	101	92	100	110	60
OVCAR-5	32	97	132	86	94	108	91	-28*
OVCAR-3	-97*	105	85	108	108	101	101	-56*
DU-145	-82*	107	105	112	105	111	104	74
U251	-77*	94	99	94	100	93	92	1.7*
SF-295	85	92	111	131	100	104	82	18
OVCAR-8	-29*	102	89	100	103	97	91	8.3*

(65) COc1ccccc1CNC(=O)C1CSC2(C)c3ccccc3C(=O)N12 (stereo not given)
(66) COc1ccc(-c2nn(CC(=O)N3CCCC3)c3ncnc(N)c23)cc1
(67) CNC(=O)c1ccc(S(=O)(=O)Nc2ccc(NC(=O)CCCC(=O)O)cc2)cc1
(68) Cc1occc1-c1n[nH]c(=S)n1N1C(=O)CSC1=S
(69) FC(F)(F)c1ccc(Nc2ccc(C(F)(F)F)cc2)cc1
(70) CCOc1cccc(OCC)c1

entry no.	65	66	67	68	69	70
PC-3	99	91	105	97	95	103
OVCAR-4	96	96	109	107	105	93
SK-OV-3	99	93	93	106	89	97
OVCAR-5	108	109	96	100	81	111
OVCAR-3	110	99	118	103	105	95
DU-145	107	98	120	108	103	101
U251	95	93	110	100	85	106
SF-295	99	95	107	101	100	102
OVCAR-8	95	93	99	101	98	104

Six records drawn at random from the list so far, as already listed:
(67) CNC(=O)c1ccc(S(=O)(=O)Nc2ccc(NC(=O)CCCC(=O)O)cc2)cc1
(69) FC(F)(F)c1ccc(Nc2ccc(C(F)(F)F)cc2)cc1
(68) Cc1occc1-c1n[nH]c(=S)n1N1C(=O)CSC1=S
(70) CCOc1cccc(OCC)c1
(66) COc1ccc(-c2nn(CC(=O)N3CCCC3)c3ncnc(N)c23)cc1
(65) COc1ccccc1CNC(=O)C1CSC2(C)c3ccccc3C(=O)N12 (stereo not given)

entry no.	67	69	68	70	66	65
PC-3	105	95	97	103	91	99
OVCAR-4	109	105	107	93	96	96
SK-OV-3	93	89	106	97	93	99
OVCAR-5	96	81	100	111	109	108
OVCAR-3	118	105	103	95	99	110
DU-145	120	103	108	101	98	107
U251	110	85	100	106	93	95
SF-295	107	100	101	102	95	99
OVCAR-8	99	98	101	104	93	95
